From PubChem BioAssay
PrPC surface inh = reduces human prion protein on the cell surface; AID 720596; inhibition, % at 13.8 µM; 370,000 compounds, 0.43% hits; cell surface PrPC, TR-FRET read-out; P04156; in the data active = inhibition above about 24%; note: 0% = median of the test wells and 100% = reference compound wells
TcdB inh = blocks C. difficile toxin B glycohydrolase activity; inhibition, % at 9.99 µM; P18177; 350,000 compounds, 0.24% hits; TcdB glycohydrolase enzymatic assay, plate reader; in the data active = inhibition above about 10%
Vc quorum ag = induces V. cholerae light production without autoinducers. V. cholerae BH1578 lux reporter, luminescence, 6 h. activation, % at 18.7 µM. 350,000 compounds, 0.16% hits. AID 588436; in the data active = activation mostly above about 9.7%, no sharp cut-off; inconclusive = no clear call, values can overlap the other calls; inactive = mostly below about 3.7%; note: not every result past the cut was called active; inactives centre near 0; reference of the scale not given here
Anthrax LF prot = blocks Bacillus anthracis lethal factor protease; P15917; multiplex microsphere protease cleavage assay, LF; inhibition, % at 10 µM; 360,000 compounds, 0.12% hits; note: plate controls were buffer without enzyme for full effect and enzyme alone for no effect
Target sequence (P15917 whole entry, looked up): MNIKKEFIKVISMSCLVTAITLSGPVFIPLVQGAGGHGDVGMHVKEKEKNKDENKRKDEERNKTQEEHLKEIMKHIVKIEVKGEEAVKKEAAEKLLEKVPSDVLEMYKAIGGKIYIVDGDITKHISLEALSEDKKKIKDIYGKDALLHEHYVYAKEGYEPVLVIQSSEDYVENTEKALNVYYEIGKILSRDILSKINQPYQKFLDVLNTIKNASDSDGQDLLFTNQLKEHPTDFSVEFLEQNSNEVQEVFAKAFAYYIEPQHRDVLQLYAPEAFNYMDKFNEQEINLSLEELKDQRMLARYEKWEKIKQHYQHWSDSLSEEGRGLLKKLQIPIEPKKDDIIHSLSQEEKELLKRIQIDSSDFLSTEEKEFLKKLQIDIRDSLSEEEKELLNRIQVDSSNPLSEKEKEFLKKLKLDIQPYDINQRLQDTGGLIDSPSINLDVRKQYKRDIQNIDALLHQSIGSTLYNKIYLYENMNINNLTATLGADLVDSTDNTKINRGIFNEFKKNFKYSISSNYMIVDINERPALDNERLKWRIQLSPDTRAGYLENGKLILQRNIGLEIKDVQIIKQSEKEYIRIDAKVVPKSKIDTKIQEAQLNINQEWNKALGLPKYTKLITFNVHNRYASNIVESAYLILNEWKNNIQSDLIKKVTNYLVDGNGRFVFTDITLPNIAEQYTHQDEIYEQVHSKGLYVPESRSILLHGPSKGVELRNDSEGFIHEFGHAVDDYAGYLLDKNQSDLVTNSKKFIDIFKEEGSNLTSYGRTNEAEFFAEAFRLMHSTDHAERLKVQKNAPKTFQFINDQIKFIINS
SARS 3CLpro inh = SARS-CoV 3CLpro protease inhibition; 290,000 compounds, 0.14% hits; inhibition, % at 6 µM; recombinant SARS-CoV 3CLpro, quenched FRET peptide cleavage; in the data active = inhibition above about 12%
PriA SSB inh = inhibitors of Klebsiella pneumoniae PriA binding to SSB C-terminal tail. AlphaScreen SSBct-PriA binding, biotinylated peptide. inhibition, % at 33 µM. AID 1272365. 430,000 compounds, 0.6% hits; in the data active = inhibition mostly above about 37%, no sharp cut-off; inactive = mostly below about 20%;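 note: plate controls were negative control peptide for no effect and reference peptide for full effect; strong numbers were not always called active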
PfHsp40 rescue = rescue of PfHsp40-mediated yeast toxicity. S. cerevisiae expressing PfHsp40, growth rescue, ATP luminescence. AID 504582. 340,000 compounds, 0.68% hits. growth rescue, % at 12.5 µM; in the data active = growth rescue above about 28%, passing the limit was not always enough; inconclusive = no clear call, values can overlap the other calls;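 note: yeast W303a lacking pdr1 and pdr3 grown in galactose medium; growth measured after three days at 30 °C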
BoNT A protease = blocks Botulinum neurotoxin A light chain protease; 360,000 compounds, 0.17% hits; inhibition, % at 10 µM; AID 588499; multiplex microsphere protease substrate cleavage, flow cytometry; note: plate controls were buffer without enzyme for full effect and enzyme alone for no effect
Y pestis TopoI = blocks Yersinia pestis topoisomerase I activity. Y. pestis Topo-I cleavage product accumulation, plate reader. activity, % at 10 µM. 360,000 compounds, 0.064% hits. AID 504884; in the data active = activity above about 50%, passing the limit was not always enough; inconclusive = no clear call, values can overlap the other calls; note: inactives centre near 2
* = called active by the depositor; i = inactive; u = inconclusive; x = no result given. Cut-off read from the data, not from the text of the source, unless noted: active = inhibition above about 30%; inconclusive = no clear call, values can overlap the other calls; inactive = below that. Only part of the results is shown; the hit share may differ from the screen's.

SMILES	PrPC surface inh	TcdB inh	Vc quorum ag	Anthrax LF prot	SARS 3CLpro inh	PriA SSB inh	PfHsp40 rescue	BoNT A protease	Y pestis TopoI
COc1ccc(N2CCN(C(CNS(C)(=O)=O)c3ccco3)CC2)cc1 (stereo not drawn)	1	2.5	-0.3	-1	-1	-8	-1.6	0.8	-3
CC(C)(C)[C@H]1C=C(C(=O)N2CCN(Cc3ccccc3)CC2)O[C@@H](OCCCCO)C1	4	1.2	3.0	-4	-2	-16	-0.7	-0.1	13
CC1(C(=O)Nc2cnc3ccccc3c2)CCN1CCOc1ccccc1 (stereo not drawn)	1	-0.4	1.2	1	x	x	x	0.0	-8
Cc1ccc(C)c(Cn2nnc3c(=O)[nH]c(C4CCN(S(=O)(=O)c5ccc(S(=O)(=O)NC6CC6)cc5)CC4)nc32)c1	8	0.6	-4.0	-7	9	-6	2.4	-0.8	17
O=C(CNC(=O)N1CC(=O)Nc2ccccc21)NCc1ccc(F)cc1	6	-0.6	i	-6	x	x	x	-0.4	3
Cc1ccc2c(=O)cc(C(=O)NC3CCS(=O)(=O)C3)oc2c1C (stereo not drawn)	1	1.5	-3.9	-1	-5	-6	-0.4	1.1	-12
COC(=O)c1ccc(Oc2c(F)c(F)nc(N3CCOCC3)c2F)cc1	-3	-0.6	-0.3	-2	7	-5	0.1	-0.3	-12
O=C(COC(=O)c1cc[n+]([O-])cc1)NCCc1ccc(Cl)cc1Cl	-5	0.5	-0.3	-4	-3	-2	1.2	-0.5	1
COc1ccc(OC)c(-c2cc(C(=O)NCc3ccc(Cl)cc3)no2)c1	3	0.6	i	-2	5	-6	0.5	-1.5	-4
CCc1ccc(-c2nc(C(N)=O)c3[nH]c(=O)n(-c4ccccc4OC)c3n2)cc1	7	-5.9	-0.2	-1	-2	-3	-1.2	0.4	19
COCCCNC(=O)CS(=O)Cc1nc(-c2cccc(OC)c2)oc1C (stereo not drawn)	4	x	-0.7	4	1	0	-0.3	-0.5	0
COc1ccc(NC(=O)C2Cc3ccccc3CN2C(=O)c2ccccc2)cn1 (stereo not drawn)	-5	x	-0.3	2	1	-7	-1.0	-1.4	1
FC(F)(F)COc1ccc(-c2nnc(SCc3c(Cl)cccc3Cl)o2)cn1	9	-1.0	-0.3	1	-1	6	-1.5	-0.4	15
Cc1ccc(-c2nc(CS(=O)CC(=O)NCc3ccc(F)cc3)c(C)o2)cc1 (stereo not drawn)	-1	1.4	-5.3	-2	1	-1	13	0.6	18
CCC(C(=O)N1CCC2(CC1)OCCO2)n1c2ccccc2c2nc(=O)cc(C)n21 (stereo not drawn)	-1	-1.2	-0.3	6	4	3	-1.1	1.1	2
COc1cccc(CN(C)CC(=O)NCc2ccccc2Cl)c1	-6	-0.2	i	2	0	-15	-1.0	-0.6	7
C=CCNC(=O)/C(C#N)=C/c1c(C)nn(-c2ccc(Cl)cc2)c1Cl	5	0.5	-0.2	-1	-1	-2	-4.4	0.0	1
Cc1ccsc1C(=O)NN=C1CCCCCC1	1	-0.6	i	-2	-1	18	-0.9	-1.6	-5
CC(C)NC(=O)COC(=O)c1ccccc1CSC1=NCCS1	4	-0.6	-0.5	-2	-1	-7	1.0	-9.7	9
O=C(CN1C(=O)C2C3C=CC(C3)C2C1=O)OCC(=O)c1ccc(Cl)c([N+](=O)[O-])c1 (stereo not drawn)	-8	-0.8	i	3	-7	-11	0.5	0.7	-1
Cc1cccc(NC(=O)c2cccc(OC(=S)N3CCOCC3)c2)c1	16	1.3	-0.3	-1	3	-10	-0.3	1.3	11
CC(C)(C)CN1CCNC(=O)C1CC(=O)N1CCN(c2ccccc2)CC1 (stereo not drawn)	0	0.7	i	1	2	13	1.1	0.3	4
CCCNC1=C(C)C(=O)CC1	-1	x	i	2	0	12	0.6	0.6	1
Cc1ccc(Nc2nc(N3CCOCC3)nc(N3CCOCC3)n2)cc1	-6	x	-0.2	3	1	8	-1.9	1.1	-1
O=C(c1cc(S(=O)(=O)N2CCCCC2)ccc1Cl)N1CCOCC1	-5	-0.5	-0.5	0	5	-12	0.7	-1.5	17
CC1=CC(C)(C)N(C(=O)CCl)c2ccccc21	1	2.9	0.5	0	5	-16	-0.1	0.2	3
CC(C)(C)c1cc(C(=O)NN)n(Cc2ccc(F)cc2)n1	11	-0.1	0.5	-4	6	9	0.7	-0.3	3
CCCCC(CC)C(=O)Nc1ccccc1C(=O)NC(C)C (stereo not drawn)	9	1.1	-0.5	-4	-1	-9	-0.1	-0.6	5
COC(=O)c1onc(C(=O)c2ccccc2)c1C(=O)OC	-4	x	-0.4	0	1	-13	0.4	-1.4	-3
O=C(O)C1Sc2[nH]c(=O)sc2C2c3cc(Br)ccc3OC(=O)C12 (stereo not drawn)	2	-4.8	-0.4	1	3	1	2.1	0.6	1
COc1cccc(CNS(=O)(=O)c2cc(Br)ccc2Br)c1	1	2.3	-0.4	1	x	x	x	-0.4	10
CCCCCn1c(=O)c(C(=O)Nc2ccccc2)c(O)c2ccccc21	8	0.4	2.0	-4	1	5	-0.8	u	1
COc1ccc(C(CNC(=O)c2nn(-c3ccccc3)c(=O)c3ccccc23)N2CCOCC2)cc1 (stereo not drawn)	-6	0.1	-2.3	0	x	-2	-0.6	-0.1	11
Cn1ncc2c(Nc3ccc(Cl)cc3)ncnc21	7	2.5	-2.4	2	-1	-7	1.5	-1.3	4
COc1ccc(NC(=O)c2c(C(F)(F)F)nn(C)c2Cl)cc1	-4	1.2	i	-2	1	-7	-0.8	-0.3	1
CCOc1cc(/C=C(/C#N)c2nc3ccccc3[nH]2)ccc1OCc1ccc(C(=O)O)o1	-6	x	i	1	4	1	-1.0	0.6	9
Cc1cc(N(CC(=O)NC2CC2)S(C)(=O)=O)ccc1Br	3	0.8	-0.1	-4	6	-2	0.7	0.0	-1
Cc1noc(C)c1COc1ccccc1C(=O)NNC(=O)c1ccccc1	2	-4.3	i	u	x	5	-0.6	u	-5
Cc1cccc(N2CCN(C(=O)c3c(C)nn(Cc4ccccc4Cl)c3C)CC2)c1C	16	x	0.2	2	0	1	-1.4	1.0	22
COc1ccccc1N1CCN(S(=O)(=O)c2cc(Br)cnc2N)CC1	5	1.8	-0.3	-2	3	-9	1.3	0.8	12
CN(C)C(=O)CCc1ccc2c3c([nH]c2c1)[C@]1(CCC2CCCC2)[C@@H](C(=O)N2CCOCC2)C[C@H](CC(=O)NCC24CC5CC(CC(C5)C2)C4)C(=O)N1CC3	10	0.5	i	-6	x	-12	-0.6	-0.1	1
CC(C)COP(=O)(c1ccc(N(C)C)cc1)C(O)c1ccccc1 (stereo not drawn)	2	0.0	i	-2	-2	-5	0.2	-0.4	-2
COc1ccc(C2C(C#N)=C(N)Oc3cc(C)n(Cc4ccncc4)c(=O)c32)cc1 (stereo not drawn)	-10	x	-17	3	-3	-2	-0.7	0.1	3
COc1cccc(-c2nc(-c3ccccc3)nc(N3CCN(C)CC3)c2C#N)c1	2	1.6	i	-5	4	17	-1.6	0.1	2
OC1CCCN(CC(O)COc2ccc(-c3ccccc3)cc2)C1 (stereo not drawn)	-9	0.4	i	-1	3	-4	0.2	-1.0	-5
N#Cc1ccccc1OCC(=O)NNC(=O)c1ccncc1	6	-0.2	-0.5	-4	x	-17	0.2	-1.1	3
FC(F)(F)c1cccc(N2CCc3cn[nH]c32)c1	9	x	-12	1	1	-2	292*	0.3	-2
O=C1N/C(=N/S(=O)(=O)Cc2ccccc2)S/C1=C/c1ccc2c(c1)OCO2	2	0.3	-0.5	-1	13*	x	1.8	-1.3	12
O=C(CNc1cc([N+](=O)[O-])ccc1NCCO)Nc1cccc(S(=O)(=O)N2CCCCC2)c1	-23	0.3	i	-11	x	13	-0.6	1.4	-8
COC(=O)C1=C(c2cc3ccccc3s2)C[C@@H]2CC[C@H]1N2C(=O)NCC1CC1	10	2.7	i	3	x	13	-1.6	-1.0	-1

(further entries)
SMILES	PrPC surface inh	TcdB inh	Vc quorum ag	Anthrax LF prot	SARS 3CLpro inh	PriA SSB inh	PfHsp40 rescue	BoNT A protease	Y pestis TopoI
O=C(NCCCNC(=O)c1ccccn1)c1ccccn1	-7	-0.4	-0.2	-4	-3	-3	0.0	-0.1	1
CCOCCCNC(=S)Nc1ccc2nc(N3CCCC3)cc(C)c2c1	-4	x	-0.2	-3	4	14	-0.3	0.9	-5
Cc1ccc(N(C)S(=O)(=O)c2cccc(C(=O)NCC(c3ccco3)N3CCCC3)c2)cc1 (stereo not drawn)	5	-0.4	i	6	x	-8	-1.9	-0.9	16
Cc1ccc(C2c3[nH]c4ccccc4c3C[C@H]3C(=O)N(c4ccccc4C(=O)N4CCC[C@H]4C(=O)O)C(=O)N23)cc1 (stereo partly drawn)	-1	1.5	-0.4	2	3	7	15	0.1	14
CC(C)Oc1cccc(C2NC(=O)c3ccccc3O2)c1 (stereo not drawn)	3	0.7	0.8	-6	8	-13	-1.1	-5.0	9
O=C(Nc1ccccc1[N+](=O)[O-])c1cc(S(=O)(=O)Nc2ccccn2)ccc1Cl	-4	-0.7	i	0	-2	0	-0.9	1.4	7
C[C@@H]1NC(=O)N(c2ccc(F)cc2)C1=O	5	-5.2	i	-8	-3	20	-1.1	0.3	-3
CCc1nc2ccc(C(=O)Nc3ccc(C(N)=O)cc3)cn2c1N(CCC(C)C)CCN(C)C	3	-0.6	-0.3	-9	x	x	x	-0.3	-28
O=C(O)C(CO)(c1ccccc1)c1ccccc1	-2	-0.2	-5.0	1	-5	-20	1.1	0.2	-3
C/C(=N/NC(=O)c1cc(-c2cccc([N+](=O)[O-])c2)n[nH]1)c1cccc(O)c1	-25	1.7	-0.5	x	6	x	-0.2	x	-5

Structures shown so far containing a nitro group on carbon:
SMILES	PrPC surface inh	TcdB inh	Vc quorum ag	Anthrax LF prot	SARS 3CLpro inh	PriA SSB inh	PfHsp40 rescue	BoNT A protease	Y pestis TopoI
O=C(CN1C(=O)C2C3C=CC(C3)C2C1=O)OCC(=O)c1ccc(Cl)c([N+](=O)[O-])c1 (stereo not drawn)	-8	-0.8	i	3	-7	-11	0.5	0.7	-1
O=C(CNc1cc([N+](=O)[O-])ccc1NCCO)Nc1cccc(S(=O)(=O)N2CCCCC2)c1	-23	0.3	i	-11	x	13	-0.6	1.4	-8
O=C(Nc1ccccc1[N+](=O)[O-])c1cc(S(=O)(=O)Nc2ccccn2)ccc1Cl	-4	-0.7	i	0	-2	0	-0.9	1.4	7
C/C(=N/NC(=O)c1cc(-c2cccc([N+](=O)[O-])c2)n[nH]1)c1cccc(O)c1	-25	1.7	-0.5	x	6	x	-0.2	x	-5

Next section.
SMILES	PrPC surface inh	TcdB inh	Vc quorum ag	Anthrax LF prot	SARS 3CLpro inh	PriA SSB inh	PfHsp40 rescue	BoNT A protease	Y pestis TopoI
OCCOCCn1c(C2CCCN2c2nc(-c3ccc(F)cc3)cs2)nc2cc(C(F)(F)F)ccc21 (stereo not drawn)	5	1.6	-0.3	-6	x	3	u	-0.6	24
Cc1nnc(NC(=O)CSc2nnc(Cc3cccn3C)n2CCc2ccccc2)s1	-2	0.9	-0.5	-1	1	8	0.8	0.5	-6
CSc1ncc(Cl)c(C(=O)Nc2cccnc2)n1	-7	0.0	i	2	1	-2	0.5	2.1	-5
O=C1Nc2ccccc2OC1CC(=O)N1CCN(c2cccc(C(F)(F)F)c2)CC1 (stereo not drawn)	3	x	-2.0	2	5	-20	1.3	1.9	1
CCCNC(=O)c1ccccc1NC(=O)c1cccc(-n2cnnn2)c1	-7	1.1	0.7	x	x	-3	-0.4	x	5
Brc1cccc(C=Nc2cccc3ncccc23)c1	7	0.5	-0.3	-2	x	3	0.9	0.1	-11
CS(=O)CCC(NS(=O)(=O)c1ccccc1)C(=O)O (stereo not drawn)	6	1.2	0.2	-1	-1	3	-0.1	-0.5	2
CC1(C(=O)NS(=O)(=O)c2ccccc2Cl)CCN1C(=O)c1ccco1 (stereo not drawn)	0	1.4	i	-1	x	x	x	-0.1	3
Cc1cc(C)cc(OCC(=O)NCc2nc(-c3ccccc3)no2)c1	7	-0.6	-5.0	1	-9	-11	4.8	0.6	4
